High-throughput results (PubChem)
ASM inhibitor: blocks human secretory acid sphingomyelinase. P17405. placental ASM, HMU-PC fluorogenic substrate, 60 min. Potency, µM (top dose mostly 57.5 µM), inactives show at the highest dose activity change, negative = inhibition, hits mostly inhibitors. 0.006% of 340,000 active; also: potency is read from the fitted curve at half-maximal effect
Target sequence (P17405 47-631 limits assumed): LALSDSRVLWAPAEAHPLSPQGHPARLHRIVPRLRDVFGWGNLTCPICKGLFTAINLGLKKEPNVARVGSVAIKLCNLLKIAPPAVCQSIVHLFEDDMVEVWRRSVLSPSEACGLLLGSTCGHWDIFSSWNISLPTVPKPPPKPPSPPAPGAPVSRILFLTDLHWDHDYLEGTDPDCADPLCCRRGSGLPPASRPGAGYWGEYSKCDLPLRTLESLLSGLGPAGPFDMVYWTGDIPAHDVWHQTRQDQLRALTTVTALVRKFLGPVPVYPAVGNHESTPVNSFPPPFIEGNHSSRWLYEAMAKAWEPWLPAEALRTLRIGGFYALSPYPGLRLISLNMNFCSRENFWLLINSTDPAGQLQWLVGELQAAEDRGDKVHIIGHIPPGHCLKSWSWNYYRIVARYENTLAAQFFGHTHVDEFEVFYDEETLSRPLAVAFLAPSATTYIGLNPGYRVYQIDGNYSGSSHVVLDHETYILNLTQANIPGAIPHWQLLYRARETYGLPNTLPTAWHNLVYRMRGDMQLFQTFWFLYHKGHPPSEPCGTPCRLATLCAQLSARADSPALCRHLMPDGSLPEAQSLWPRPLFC
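Fluorogenic HMU-PC substrate (9 uM final) is turned over by placental ASM in 60 min at 37 C after a 10 min compound preincubation. Reaction ended by alkaline stop (pH 10), with fluorescence read at 386/447 nm.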
KCNH2 3.1 inh: blocks the human KCNH2 3.1 channel isoform. U2OS KCNH2 3.1, thallium flux FluxOr; active compounds read low. activity change, % (tested at about 1.8 µM). AID 720553. 0.95% of 340,000 active;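 active = maximum activity change below -70%; inconclusive = maximum activity change from -70% to -50%; inactive = maximum activity change above -50%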;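 also: thallium influx rate constant from kinetic fluorescence after stimulation buffer; % is scaled to controls: 0 for no effect and ±100 for the full control effect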
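Measured as rate of thallium-driven FluxOr signal in transduced U2OS cells carrying the 3.1 channel, read kinetically for 2 min upon stimulation; values are rate constants scaled to DMSO control wells.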
FBPA coupling cs: counter-screen for Giardia aldolase inhibitors: coupling enzyme system; coupling enzyme system counterscreen, AmpLite Red fluorescence; activity change, negative = inhibition, % at 58.2 µM, hits read low; 0.67% of 290,000 active; in the data active = activity change below about -30%; also: % is scaled to controls: 0 for no effect and ±100 for the full control effect
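First, compound is pin-transferred into glyceraldehyde-3-phosphate coupling-enzyme reagent at 57.5 uM final and held 10 min at RT. Next, substrate, coupling system and AmpLite Red are added. After 20 min RT, fluorescence (525/598 nm) is read.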
MBNL1 CUG block: blocks human MBNL1 binding to CUG repeat RNA; Q9NR56; TR-FRET MBNL1-His/biotin-(CUG)12 binding, 665/545 ratio; Potency, µM (doses to about 57.5 µM), for inactives: top-dose activity change, negative = inhibition, hits mostly inhibitors; 0.036% of 280,000 active; active = well fitted inhibition curve with a large enough effect in the signal ratio, with a control signal flat, not every such curve was filed as active; inconclusive = small, poorly fitted or top-dose-only effect, or effect the other way, or a change in a side signal; inactive = no such curve, though single readings can be large or run the other way; the % refers to the signal ratio; also: potency is read from the fitted curve at half-maximal effect; % is scaled to controls: 0 for no effect and ±100 for the full control effect
Target sequence (Q9NR56 whole entry, looked up): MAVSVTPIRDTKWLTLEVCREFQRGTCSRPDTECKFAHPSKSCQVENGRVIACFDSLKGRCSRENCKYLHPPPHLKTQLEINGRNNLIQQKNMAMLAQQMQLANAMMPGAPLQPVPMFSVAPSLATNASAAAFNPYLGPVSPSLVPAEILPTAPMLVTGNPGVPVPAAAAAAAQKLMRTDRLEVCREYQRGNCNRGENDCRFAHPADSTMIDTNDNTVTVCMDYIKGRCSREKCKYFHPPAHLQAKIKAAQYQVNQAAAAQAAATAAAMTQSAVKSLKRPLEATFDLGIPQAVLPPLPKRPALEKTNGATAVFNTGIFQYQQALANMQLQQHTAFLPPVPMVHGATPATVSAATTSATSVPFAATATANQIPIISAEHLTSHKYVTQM
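TR-FRET between His-tagged MBNL1 and biotin-(CUG)12 RNA, detected with Tb anti-His antibody (0.055 ng/ul) and streptavidin-XL665 (5 nM), 60 min at room temperature. Compounds titrated 92 nM to 58 uM; 665/545 nm ratio normalized to buffer and complex controls.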
GALK inh: galactokinase (human) inhibition; P51570; Purified GALK, Kinase-Glo residual ATP luminescence; Potency, µM (titrated, usually from 57.5 µM), inactives show top-dose activity change, negative = inhibition, actives largely listed as inhibitors; 0.007% of 270,000 active; AID 1868; also: potency is read from the fitted curve at half-maximal effect; % is scaled to controls: 0 for no effect and ±100 for the full control effect
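Kinase-Glo Plus luminescence measured ATP left after a 1 h room-temperature reaction. The reaction used 5 nM GALK, 100 uM galactose and 35 uM ATP at pH 8.0 (20 mM HEPES, 5 mM MgCl2, 60 mM NaCl, 1 mM DTT, 0.01% BSA).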
AT treatment: potential ataxia-telangiectasia treatment. Potency, µM (highest dose often 57.5 µM), without a hit: top-dose activation, hits mostly activators. […] A-T fibroblasts, KAP-1 phosphorylation AlphaLISA; neocarzinostatin DNA damage 30 min before lysis. 0.19% of 320,000 active; also: potency is read from the fitted curve at half-maximal effect; % of control where 0% means no effect; nearly all actives have a fitted effect of over 45% in size
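hTERT-immortalized A-T patient fibroblasts ([…]), 500 cells/well in OPTI-MEM, 1% FBS, got compounds for 60 min, then NCS for 30 min at 37C. Lysates were then assayed for phospho-KAP-1 by AlphaLISA (anti-pKAP1 donor, anti-KAP1 acceptor beads), 6 hr at 25C.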
a7 integrin act: activators of alpha7 integrin expression for muscular dystrophy | 0.064% of 350,000 active | Potency, µM (titrated, usually from 38.3 µM), without a hit: top-dose activation, actives largely listed as activators | AID 624291 | alpha7betagal myoblasts, beta-gal FDG fluorescence, 48 h;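 also: potency is read from the fitted curve at half-maximal effect; 100% = response of the positive control SU9516; nearly all actives have a fitted effect of over 60% in size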
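alpha7betagal+/- myoblasts (passage 13, 250/well) treated 48 h at 37C with compounds at 1:260 dilution of DMSO stock. Lysed, then beta-galactosidase activity read as FDG fluorescence (ex 480/em 540) after 30 min, with pre-read for autofluorescence.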
TRPV1 ag: human TRPV1 agonism | TRPV1-expressing cells, Fluo-8 calcium influx, agonist mode | AID 540275 | 0.19% of 320,000 active | Q8NER1 | activation, % at 8.33 µM; in the data active = activation above about 80%; inconclusive = between about 30% and that limit; also: 0% is about no effect
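Cells expressing TRPV1 were dye-loaded with Fluo-8 and read kinetically: 10 s baseline, 3 min after compound (agonist portion), then 2 min after EC20 capsaicin (allosteric enhancer portion). Calcium-bound dye fluorescence at 480/520 nm.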
CXXC DNA block: MLL CXXC-DNA interaction inhibition; AID 2662; Q03164; MLL-CXXC / FITC-HOXA9 DNA fluorescence polarization; 0.037% of 290,000 active; Potency, µM (highest dose often 115 µM), without a hit: at the highest dose activity change, negative = inhibition, most hits filed as inhibitors; active = well fitted inhibition curve with a large enough effect in the polarisation, with a control signal flat, not every such curve was filed as active; inconclusive = small, poorly fitted or top-dose-only effect, or effect the other way, or a change in a side signal; inactive = no such curve, though single readings can be large or run the other way; the % refers to the polarisation; also: potency is read from the fitted curve at half-maximal effect
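Fluorescence polarization: 7 uM MLL-CXXC (stock) preincubated 5 min with compounds, then 50 nM fluorescein-HOX-A9 DNA (stock) added; 30 min ambient. Buffer 50 mM Tris-HCl pH 7.5, 50 mM NaCl, 1 mM DTT, 0.05% BSA.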
KCNH2 WT inh: blocks the wildtype human KCNH2 potassium channel. Q12809. U2OS, BacMam KCNH2, thallium flux FluxOr; active compounds read low. 0.37% of 340,000 active. activity change, % at 1.84 µM;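 active = maximum activity change below -70%; inconclusive = maximum activity change between -70% and -50%; inactive = maximum activity change above -50%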; also: % is scaled to controls: 0 for no effect and ±100 for the full control effect
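U2OS cells transduced with wild-type KCNH2 virus are loaded with FluxOr dye for 45 min, and thallium flux is measured in kinetic reads before and after stimulation buffer. Rate constants are normalized to DMSO controls.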
* hit, by the source's call; ? = inconclusive; . = not tested or not shown; [ ] = dose if it differs, or a comment. Unless noted, calls follow the shape of the dose curve; as a rule, active = well fitted curve in the direction sought with a large enough effect; inconclusive = small, poorly fitted or top-dose-only effect, or another doubt; inactive = no such curve, though single readings can be large; an effect the other way counts as inactive or inconclusive. The order is random; about 2% have a hit in one of these screens.

SMILES	ASM inhibitor	KCNH2 3.1 inh	FBPA coupling cs	MBNL1 CUG block	GALK inh	AT treatment	a7 integrin act	TRPV1 ag	CXXC DNA block	KCNH2 WT inh
Cc1cc(=O)oc2c(C)c(OCC(=O)N3CCC(C(=O)O)CC3)ccc12	1%	-2	-1	2%	.	-5%	7%	0	0%	1
CCOC(=O)C1=C(N)Oc2c(oc(CO)cc2=O)C1c1ccc(F)c(F)c1 (configuration not stated)	-3%	6	1	1%	8%	3%[11.5 µM]	7%	-1	2%	-15
COc1ccc(CN(C)CCc2ccccn2)cc1OC	1%	1	1	-20%	0%	-3%	-12%	3	-1%	11
Cc1ccccc1Nc1nc(-c2cccnc2)nc2ccccc12	5%	-2	-1	0%	0%	7%	-5%	?	-5%	3
CCOC(=O)c1cnc(SC)nc1Oc1cccc(NS(=O)(=O)c2ccc(C)cc2)c1	-5%	9	-2	0%	0%	-10%	-5%	-1	-3%	1
Cc1ccc(C(C(=O)NC2CCCC2)N(C(=O)CNC(=O)c2ccco2)c2ccccc2)o1 (configuration not stated)	-2%	6	2	0%	-3%	-5%	-9%	6	1%	0
COc1ccc(C2=NN(C(=O)c3cccs3)C(c3ccc(OC)cc3)C2)cc1 (configuration not stated)	-10%	-4	-2	-1%	-1%	8%	-14%	-8	2%	-1
CC1=NN(C(N)=S)C(=O)C1N=Nc1c(Br)cc(Br)cc1Br (configuration not stated)	-2%	31	9	4%	0%	-5%	19%	-4	-30%	-17
COc1cc(/C=N/NC(=O)c2nc(-c3ccccc3)n(-c3ccccc3)n2)ccc1O	-15%	-6	2	25%	-1%	-6%	-3%	-9	8%	2
COc1ccccc1OCCC(=O)OCC(=O)Nc1ccc(Br)cc1	0%	-3	1	1%	0%	5%	-5%	6	5%	-4
Nc1nncn1C(=O)c1cccs1	7%	-12	0	-4%	-2%	6%	6%	-2	260%[activator]	-8
CCOc1ccc(-c2nnn(CCC#N)n2)cc1OC	4%	0	1	8%	7%	0%	-10%	-3	-4%	11
CC1CCCCC1NC(=O)C1CCN(S(=O)(=O)c2cccc3nonc23)CC1 (configuration not stated)	-2%	-6	1	?	-5%	2%	-21%	8	2%	-3
CCc1ccc(CNC(=O)C2CCCN(c3nc4ccccc4o3)C2)cc1 (configuration not stated)	-1%	-1	1	-2%	-2%	4%	16%[7.66 µM]	23	0%	-4
CCN(CC)S(=O)(=O)c1cccc(C(=O)N[C@@H](C)c2nc3ccccc3[nH]2)c1	.	.	1	-5%	1%	0%	.	-1	39%	.
CCOC(=O)c1c(C)nc2c(c1-c1cc(OC)ccc1OC)C(=O)c1ccccc1-2	-8%	-3	-2	0%	0%	5%	-10%	21	8%	-5
Cc1ccc(NC(=O)CSc2nc(N)cc(=O)[nH]2)cc1S(=O)(=O)N1CCCCC1	-4%	-10	.	.	.	7%	9%	.	.	5
O=C(CC1CC2CCC1C2)N1CCN(S(=O)(=O)c2ccccc2[N+](=O)[O-])CC1 (configuration not stated)	-3%	1	.	.	.	2%	-28%	20	.	9
CC(C)(O)C(=O)N=Nc1c(O)[nH]c2ccccc12	0%	-3	-5	?	6%	2%	-18%	-2	?	3
Cc1cccc(NC(=S)NC2CC3CCCC(C2)N3Cc2cccs2)c1C (configuration not stated)	4%	-10	0	-14%	.	-7%	-23%	3	2%	-34
COc1cccc(NC(=O)CSCc2cc(=O)n3nc(C4CC4)sc3n2)c1	5%	3	.	-4%	5%	7%	4%	1	-6%	-3
Cc1cccc(-n2c(N)cc(=O)nc2SCC(=O)Nc2nnc(C)s2)c1	0%	-4	0	-2%	0%	4%	27%	0	10%	5
Cc1ccc(C(c2nnnn2CCc2ccccc2)N2CCC(C)CC2)cc1 (configuration not stated)	-3%	-21	-7	?	0%	1%	-41%	-2	4%	-14
CCCCN1C(=O)C(=O)N(CC(=O)Nc2ccccc2C(C)=O)C1=O	1%	3	.	.	.	-1%	21%	.	.	5
Cc1cc(NC(=O)Nc2cc(F)ccc2F)no1	-1%	0	-1	-11%	-2%	-9%	12%	-3	-3%	-7

(further entries)
SMILES	ASM inhibitor	KCNH2 3.1 inh	FBPA coupling cs	MBNL1 CUG block	GALK inh	AT treatment	a7 integrin act	TRPV1 ag	CXXC DNA block	KCNH2 WT inh
CC(=O)Nc1ccc(-c2ccc(NC(C)=O)c(O)c2)cc1O	-1%	25	-9	-14%	.	8%	0%	1	-4%	.
C[C@H](NC(=O)OCc1ccccc1)c1nnc([C@H](Cc2ccccc2)NC(=O)OC(C)(C)C)o1	-6%	.	5	5%	1%	10%	0%	6	-1%	.
O=C(NCCO)c1scc2c1OCCO2	-2%	4	3	-7%	1%	0%	22%	-4	-2%	-14
O=C(C1=C[C@@H](C2CC2)C[C@@H](OCCCCO)O1)N1CCN(Cc2ccccc2)CC1	-3%	-1	0	2%	1%	-2%	4%	0	-17%	-4
COc1ccc(CNC(=O)CCNS(=O)(=O)c2ccc(NC(C)=O)cc2)cc1OC	-1%	10	.	.	.	5%	0%	2	.	1
CC(C)(C)OC(=O)N1CCC(C(=O)Nc2ccc(C(=O)N3CCCC3)cc2)CC1	4%	-1	.	.	.	.	21%	.	.	-3
CCOC(=O)c1c(C)[nH]c(C)c1C(=O)COC(=O)c1ccc(OC)cc1	-1%	-13	-1	3%	9%	-2%	-10%	5	-4%	-9
C/C(=N\NC(=O)c1cc(C2CC2)nc2ccccc12)c1ccc(C)s1	1%	-12	2	9%	3%	14%	20%	15	-7%	2
CCOC(=O)c1cc(-c2ccc(OC)cc2OC)nn1-c1ccc(C(=O)O)cc1	13%	5	3	-9%	6%	0%	6%	3	?	3
COc1ccc(S(=O)(=O)Nc2ccccc2)cc1OC	0%	17	1	1%	1%	7%	9%	-1	1%	6
Cn1nccc1NC(=O)Nc1ccc(OC(F)(F)F)cc1	0%	3	-1	-30%	.	-2%	?	?	-7%	5
CCc1ccc(-c2nc(CS(=O)CC(=O)NCCc3ccccc3)c(C)o2)cc1 (configuration not stated)	-2%	-10	.	2%	-5%	6%	-24%	4	-2%	-14
Cc1ccc(S(=O)(=O)N2CCOCC2)cc1C(=O)Nc1ccccc1F	-3%	-2	3	-6%	5%	7%	6%	5	2%	7
CCOc1ccc(-n2c(=O)c3c4c(sc3n(CC(=O)NCCCOC)c2=O)CCCCC4)cc1	-1%	-20	3	-1%	-1%	-4%	4%	1	5%	-4
Cn1c(=O)c2c(ncn2CC(=O)N/N=C/C=C\c2ccccc2[N+](=O)[O-])n(C)c1=O	-1%	-20	1	21%	3%	-15%	-10%	-1	4%	13
C=CCN(c1ccccc1OC)S(=O)(=O)c1cccc(C(=O)NC2=NCCS2)c1	0%	7	.	.	.	-1%	7%	.	.	-5
Cc1cc(=O)cc(C)n1-c1ccccc1N	3%	2	2	-6%	0%	2%	12%	0	-2%	1
CCOCCCNC(=O)C1CCN(S(=O)(=O)N(CC(C)C)CC(C)C)CC1	2%	-9	4	-11%	1%	.	9%	-2	-10%	-11
Cn1ncc([N+](=O)[O-])c1C(=O)Nc1ccc2c(c1)OCCO2	3%	-14	0	?	5%	4%	3%	-4	-7%	-14
CCOc1ccc(NC(=O)CCCCCN2C(=O)[C@@H]3Cc4ccccc4CN3C2=O)cc1	0%	13	.	4%	5%	0%	1%	?	17%	5
Cc1ccc(S(=O)(=O)NC(=O)c2cccc(C)c2)cc1	3%	4	.	1%	4%	14%	15%	-5	-7%	-9
COc1ccc(S(=O)(=O)Nc2cccc(NC(C)=O)c2)cc1	-1%	2	2	2%	0%	4%	2%	-3	-2%	2
COc1ccccc1OCCNC(=O)C1CC(=O)N(Cc2ccc(C)cc2)C1 (configuration not stated)	-1%	4	.	.	.	16%	6%	-5	.	-21
COc1cc(S(=O)(=O)Nc2ccccn2)ccc1F	3%	14	4	-1%	0%	-1%	2%	3	2%	36
O=C(c1ccc(Cl)cc1)N1CCN(c2cccc3[nH]ccc23)CC1	0%	-3	-2	.	-1%	0%	-12%	2	-8%	2
O=C(c1ccccc1)N1CN2CN(C(=O)c3ccccc3)CC([N+](=O)[O-])(C2)C1	4%	2	3	-9%	-3%	-13%	-6%	-2	-1%	1
O=C(N/N=C/c1ccsc1)c1ccc2c(c1)OCO2	0%	-14	.	.	.	-2%	9%	?	.	-3

Retrieved by structure from the entries so far (two):
SMILES	ASM inhibitor	KCNH2 3.1 inh	FBPA coupling cs	MBNL1 CUG block	GALK inh	AT treatment	a7 integrin act	TRPV1 ag	CXXC DNA block	KCNH2 WT inh
O=C(N/N=C/c1ccsc1)c1ccc2c(c1)OCO2	0%	-14	.	.	.	-2%	9%	?	.	-3
COc1ccc(CNC(=O)CCNS(=O)(=O)c2ccc(NC(C)=O)cc2)cc1OC	-1%	10	.	.	.	5%	0%	2	.	1
